Screens: PubChem, University of Kansas High Throughput Screening Laboratory
Pf apPOL block – Pf-apPOL inhibitors, biochemical, fluorescence. Plasmodium falciparum apicoplast DNA polymerase (apPOL). Recombinant Pf-apPOL, molecular beacon fluorescence, 1.5 h. inhibition, % at 10 µM. actives 0.25% (n = 210,000)
mHTT CaM bind – mutant huntingtin-calmodulin interaction inhibitors – biochemical, AlphaScreen, primary screen | actives 3.6% (n = 190,000) | AlphaScreen His-mHTT/GST-CaM binding, luminescence | inhibition, % at 15 µM | P42858;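 also: 0% = both proteins with DMSO and 100% = one protein alone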
Target sequence (P42858 whole entry, looked up, stated change not applied): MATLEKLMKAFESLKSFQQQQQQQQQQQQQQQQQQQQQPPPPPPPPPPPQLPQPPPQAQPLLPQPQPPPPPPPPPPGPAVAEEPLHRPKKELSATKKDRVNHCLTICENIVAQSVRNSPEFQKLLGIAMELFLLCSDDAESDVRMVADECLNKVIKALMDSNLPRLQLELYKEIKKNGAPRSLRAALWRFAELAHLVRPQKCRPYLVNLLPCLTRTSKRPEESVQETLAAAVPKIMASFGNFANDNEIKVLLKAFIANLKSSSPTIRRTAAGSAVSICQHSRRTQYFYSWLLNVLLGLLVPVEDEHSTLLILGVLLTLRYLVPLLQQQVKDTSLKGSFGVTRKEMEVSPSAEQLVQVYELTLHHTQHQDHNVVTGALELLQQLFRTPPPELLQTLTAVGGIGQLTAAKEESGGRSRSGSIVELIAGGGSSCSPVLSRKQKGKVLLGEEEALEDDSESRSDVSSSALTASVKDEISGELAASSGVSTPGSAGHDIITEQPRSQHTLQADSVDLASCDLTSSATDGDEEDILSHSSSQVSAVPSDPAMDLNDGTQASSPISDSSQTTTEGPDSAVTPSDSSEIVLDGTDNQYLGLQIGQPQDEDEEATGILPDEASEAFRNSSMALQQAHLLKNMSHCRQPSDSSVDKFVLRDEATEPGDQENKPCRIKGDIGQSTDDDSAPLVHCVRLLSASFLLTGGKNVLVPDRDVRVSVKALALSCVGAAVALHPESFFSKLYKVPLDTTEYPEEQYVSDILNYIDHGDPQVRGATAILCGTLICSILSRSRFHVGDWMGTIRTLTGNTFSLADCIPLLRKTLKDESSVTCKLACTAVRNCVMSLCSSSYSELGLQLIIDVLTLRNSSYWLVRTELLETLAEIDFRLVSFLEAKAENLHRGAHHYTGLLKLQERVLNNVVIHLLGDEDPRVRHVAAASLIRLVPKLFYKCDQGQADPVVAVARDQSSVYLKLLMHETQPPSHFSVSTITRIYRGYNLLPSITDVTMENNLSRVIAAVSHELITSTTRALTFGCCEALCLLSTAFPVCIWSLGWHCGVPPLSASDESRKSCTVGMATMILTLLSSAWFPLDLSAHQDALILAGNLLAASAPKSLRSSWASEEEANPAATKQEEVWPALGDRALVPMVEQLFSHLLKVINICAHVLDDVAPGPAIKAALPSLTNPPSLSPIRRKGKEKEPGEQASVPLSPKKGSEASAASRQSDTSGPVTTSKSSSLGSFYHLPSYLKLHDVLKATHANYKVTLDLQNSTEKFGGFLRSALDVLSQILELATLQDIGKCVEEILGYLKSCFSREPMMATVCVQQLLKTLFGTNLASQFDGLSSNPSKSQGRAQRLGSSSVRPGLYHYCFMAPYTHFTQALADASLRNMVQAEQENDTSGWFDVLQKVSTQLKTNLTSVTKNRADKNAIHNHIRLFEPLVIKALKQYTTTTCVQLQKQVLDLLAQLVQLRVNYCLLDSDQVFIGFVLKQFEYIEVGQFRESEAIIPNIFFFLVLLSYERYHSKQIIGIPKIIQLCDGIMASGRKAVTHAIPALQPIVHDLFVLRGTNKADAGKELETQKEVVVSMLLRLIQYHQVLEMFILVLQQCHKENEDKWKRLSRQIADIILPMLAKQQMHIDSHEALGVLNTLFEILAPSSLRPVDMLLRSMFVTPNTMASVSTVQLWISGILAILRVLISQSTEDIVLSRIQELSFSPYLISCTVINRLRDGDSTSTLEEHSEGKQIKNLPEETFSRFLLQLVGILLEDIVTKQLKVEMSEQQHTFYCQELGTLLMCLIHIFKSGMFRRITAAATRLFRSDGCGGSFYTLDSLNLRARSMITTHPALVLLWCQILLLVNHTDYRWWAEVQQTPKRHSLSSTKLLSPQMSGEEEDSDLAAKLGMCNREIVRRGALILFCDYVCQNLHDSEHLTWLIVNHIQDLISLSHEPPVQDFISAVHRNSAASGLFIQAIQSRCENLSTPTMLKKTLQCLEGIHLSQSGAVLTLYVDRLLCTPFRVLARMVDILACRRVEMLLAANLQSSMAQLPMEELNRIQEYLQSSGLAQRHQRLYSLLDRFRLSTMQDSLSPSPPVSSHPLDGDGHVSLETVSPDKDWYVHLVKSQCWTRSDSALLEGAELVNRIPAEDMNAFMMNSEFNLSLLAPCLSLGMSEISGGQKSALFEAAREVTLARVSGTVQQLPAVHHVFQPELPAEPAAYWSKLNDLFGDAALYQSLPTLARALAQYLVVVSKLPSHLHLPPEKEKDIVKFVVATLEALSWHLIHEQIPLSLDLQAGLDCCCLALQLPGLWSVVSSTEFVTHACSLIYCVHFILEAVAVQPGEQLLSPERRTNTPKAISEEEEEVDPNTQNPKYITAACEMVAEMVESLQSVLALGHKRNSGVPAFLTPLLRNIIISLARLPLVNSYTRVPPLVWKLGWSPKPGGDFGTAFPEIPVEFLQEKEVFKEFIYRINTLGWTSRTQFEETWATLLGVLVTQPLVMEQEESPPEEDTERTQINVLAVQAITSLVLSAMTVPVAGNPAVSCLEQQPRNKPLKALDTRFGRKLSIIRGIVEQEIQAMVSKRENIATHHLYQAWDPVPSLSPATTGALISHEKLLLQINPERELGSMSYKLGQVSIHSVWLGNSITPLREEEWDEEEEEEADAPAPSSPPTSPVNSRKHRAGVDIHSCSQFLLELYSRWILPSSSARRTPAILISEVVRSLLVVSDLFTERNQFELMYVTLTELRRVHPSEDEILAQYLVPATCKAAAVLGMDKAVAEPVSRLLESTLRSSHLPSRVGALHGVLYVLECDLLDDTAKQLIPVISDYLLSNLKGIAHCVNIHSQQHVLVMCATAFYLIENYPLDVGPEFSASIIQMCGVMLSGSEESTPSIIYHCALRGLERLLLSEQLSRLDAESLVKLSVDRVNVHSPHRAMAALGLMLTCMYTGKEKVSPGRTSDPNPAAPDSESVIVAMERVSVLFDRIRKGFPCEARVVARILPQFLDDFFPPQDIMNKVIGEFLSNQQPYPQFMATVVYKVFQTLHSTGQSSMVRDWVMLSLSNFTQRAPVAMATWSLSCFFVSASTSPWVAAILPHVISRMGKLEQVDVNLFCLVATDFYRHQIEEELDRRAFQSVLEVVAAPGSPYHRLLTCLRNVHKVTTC
Numbers without * were called inactive; nt = not tested or not shown; & = joins results of further samples. Rule as the data show it: active = inhibition above about 50%; inactive = the rest.

structure | Pf apPOL block | mHTT CaM bind
Cc1c(NC(=O)c2cccc3c2-c2ccccc2C3=O)c(=O)n(-c2ccccc2)n1C | -6 | -7
Cc1noc(-c2nn(C)c3c2CN(C(=O)Nc2cccc(C(F)(F)F)c2)CC3)n1 | -3 | 28
CCN1CC=C2C(C#N)=C(N)C(C#N)(C#N)C(c3cccc(OC)c3OC)C2C1 (stereo not drawn) | -14 | 2
Cn1c2ccccc2c2nnc(SCC(=O)Nc3sc4c(c3C#N)CCCC4)nc21 | 3 | 4
N#Cc1ccccc1CN1CCCC(N2CCCC2)C1=O (stereo not drawn) | -6 | 3
Cc1cc(C)cc(C(=O)NC2CCc3[nH]c4ccc(Br)cc4c3C2)c1 (stereo not drawn) | -7 | 18
O=C(NCC1CCCO1)C1COC2(CCCCC2)N1C(=O)c1cccc(Cl)c1 (stereo not drawn) | -4 | -2
COc1cc(C(=O)N2CCCCC2CCN2CCCCC2)cc(OC)c1OC (stereo not drawn) | -13 | -2
Cc1ccc(OCC(=O)N2CCN(c3nc(CN4CCOCC4)cs3)CC2)cc1 | -7 | 1
Cc1cc(NC(=O)CCCn2nc([N+](=O)[O-])c(Br)c2C)no1 | -2 | 0
Cc1ccc(CNC(=O)N2CCC3(CC2)Nc2ccccc2-n2cccc23)cc1 | -3 | 77*
COc1ccccc1-n1cnc2cc(NC(=O)c3ccc(C)cc3)ccc21 | -2 | 2
COc1ccc(C(=O)N2CCC3(CC2)NC(=O)N(Cc2ccc(C)cc2)C3=O)cc1 | -7 | 0
COc1cccc(N2CCN(C3CC(=O)N(c4cc(Cl)ccc4C)C3=O)CC2)c1 (stereo not drawn) | 4 | 0
COc1ccccc1CNC(=O)C1c2cc(OC)c(OC)cc2C(=O)N(C)C1c1cccs1 (stereo not drawn) | -1 | 8
O=C(NCc1ccc2c(c1)OCO2)C1CCc2sc(C(=O)N3CCCC3)cc2C1 (stereo not drawn) | 0 | -2
Cc1cccc(-n2nc3c(c2NC(=O)Cc2ccccc2)CSC3)c1 | 1 | 43
COc1ccc(C2=N/C(=C\c3cc(OC)ccc3OC)C(=O)O2)c(Br)c1 | -5 | 44
CCC(=O)Nc1ccc2c(c1)c(=O)n(-c1ccccc1)n2CC(=O)NC1CCCC1 | 7 | 3
Cc1ccc(C)c(N2S(=O)(=O)c3ccccc3S2(=O)=O)c1 | 1 | 2
CN(C)CC[C@@H](c1ccc(Cl)cc1)c1ccccn1 | 6 | nt
O=C(NCc1ccccc1F)c1cc2c(s1)CCN(C(=O)c1ccccc1)C2 | -1 | 6
CC(C)C[C@@H]1COc2cc(Br)ccc2S(=O)(=O)N1Cc1cn(CCC2OCCO2)nn1 | -3 | -3
COc1ccc(OC)c(CNC(=O)C2CCCN(c3nnc4ccccn34)C2)c1 (stereo not drawn) | -5 | 2
CC(C)NC(=O)c1ccn2c(-c3ccc(F)cc3)nnc2c1 | -4 | 1
COc1ccc(CNC(=O)c2nc(C)n(C3CCN(S(C)(=O)=O)CC3)c2C)cc1 | -16 | 10
N#C/C(=C\c1ccc([N+](=O)[O-])o1)c1nc2ccccc2[nH]1 | 4 | 0
O=C(c1cccc(Br)c1)N1CCC(n2c(-c3ccoc3)nc3cccnc32)C1 (stereo not drawn) | -1 | 55*
CCOc1ccc(OCC)c(C2C(C#N)=C(N)Oc3c2c(C)nn3-c2ccccc2)c1 (stereo not drawn) | 0 | 10
COc1cc(C=Nc2c(-c3ccc(O)c(OC)c3)nc3ccccn23)ccc1O | 7 | 60*

Part of the list above in order of count of non-hydrogen atoms, high to low.
structure | Pf apPOL block | mHTT CaM bind
COc1ccccc1CNC(=O)C1c2cc(OC)c(OC)cc2C(=O)N(C)C1c1cccs1 (stereo not drawn) | -1 | 8
CCC(=O)Nc1ccc2c(c1)c(=O)n(-c1ccccc1)n2CC(=O)NC1CCCC1 | 7 | 3
COc1cc(C=Nc2c(-c3ccc(O)c(OC)c3)nc3ccccn23)ccc1O | 7 | 60*

Single entries from the list.
Cc1cccc(-n2nc3c(c2NC(=O)Cc2ccccc2)CSC3)c1 in Pf apPOL block = 1
CCN1CC=C2C(C#N)=C(N)C(C#N)(C#N)C(c3cccc(OC)c3OC)C2C1 (stereo not drawn) in mHTT CaM bind = 2
COc1ccccc1-n1cnc2cc(NC(=O)c3ccc(C)cc3)ccc21 in mHTT CaM bind = 2

(next part)
structure | Pf apPOL block | mHTT CaM bind
O=C(NCCc1cccnc1)c1cn2ccccc2n1 | -9 | 0
CC(CNC(=O)C1CCCC1)NC(=O)C1CCCC1 (stereo not drawn) | -2 | 5
Cc1ccc(C)c(C(=O)N2CCC(c3nc4cccnc4n3C)C2)c1 (stereo not drawn) | -2 | 5
CC(=O)NC(Nc1sc2c(c1C#N)CCCC2)C(Cl)(Cl)Cl (stereo not drawn) | -6 | 29
Cc1noc(-c2nn(C)c3c2CN(C(=O)Nc2ccc(C(F)(F)F)cc2)CC3)n1 | -1 | -20
O=C(O)c1cc(S(=O)(=O)NCCc2ccccc2)ccc1F | -7 | -4
O=C(NCc1cc(-c2ccc3c(c2)OCCO3)on1)C1(c2cccs2)CCCC1 | -6 | -18
Cc1ccc2c(C(=O)N3CCCC3)cc(NC(=O)C3CC3)cc2n1 | 0 | -2
C1CCc2nnnn2CC1 | 4 | nt
O=C(Nc1ccc(F)cc1F)c1csc2c1CCCCC2 | -4 | -2
Cc1nc(-c2ccccc2)sc1CC(=O)NCCC1=CCCCC1 | -8 | 28
O=Cc1cn(CC(=O)Nc2ccc(Cl)c(Cl)c2)c2ccccc12 | -6 | 2
COc1ccc(-c2nc(COc3cc(C)ccc3F)no2)cc1 | 7 | -32
C=C[C@@H]1c2c(F)cccc2N(S(=O)(=O)c2ccc(C)cc2)[C@H](c2ccccc2)C1(C#N)C#N | 2 | 2
c1ccc(C2Cn3nnnc3-c3ccccc3O2)cc1 (stereo not drawn) | -6 | nt
CC(C)(C)OC(=O)NCC(=O)NNC(=S)NC1CC1 | -4&8 | nt
COc1ccc(N2C(=O)/C(=C/c3ccc([N+](=O)[O-])cc3)N=C2C)c(OC)c1 | 8 | -2
COc1ccc(/C(C#N)=C/c2cc3c(cc2Br)OCO3)cc1OC | -6 | -23
COc1ccc(OCCNC(=O)CCCO)cc1 | -3 | nt
Cc1ccc2c(Nc3ccc(C)c(F)c3)c(C(=O)N3CCOCC3)cnc2n1 | -3 | -1
Cc1sc2nc3c(C(=O)NCc4cccnc4)cccn3c(=O)c2c1C | 5 | 16
O=C(NCc1ccccc1)c1noc2c1CCCC2 | 0 | -12
O=[N+]([O-])c1ccc(Cl)c(-c2ncnn2-c2ccc(F)cc2)c1 | -3 | 3
Cc1ccc(C)c(OCC(=O)NCc2ccc3c(c2)OCO3)c1 | -8 | -4
COc1cccc(CN2CCc3nc(Nc4ccccc4F)ncc3C2)c1OC | 3 | 7
CCOc1ccc(/C=C2/N=C(c3cccc(F)c3)OC2=O)cc1OC | -92 | 16
O=C(OCCOc1ccc(C(F)(F)F)cc1[N+](=O)[O-])c1ccc(Cl)cc1Cl | -8 | nt
O=C(NCCSc1c[nH]c2ccccc12)C12CC3CC(CC(C3)C1)C2 | 3 | 35
CC1CN(c2ccc([N+](=O)[O-])cc2Cl)CCN1C(=O)c1ccccc1 (stereo not drawn) | 1 | 30
CCn1nnnc1SCC(=O)N1CCN(c2ccccc2)CC1 | 0 | nt

Fetched one by one from the entries so far (two):
structure | Pf apPOL block | mHTT CaM bind
COc1cc(C=Nc2c(-c3ccc(O)c(OC)c3)nc3ccccn23)ccc1O | 7 | 60*
O=[N+]([O-])c1ccc(Cl)c(-c2ncnn2-c2ccc(F)cc2)c1 | -3 | 3

Remaining list, next part
structure | Pf apPOL block | mHTT CaM bind
Cc1cccc(Cc2cnc(N)s2)c1 | 0 | 7
Cc1ccccc1-n1c(SCC(=O)NC2CCCCC2)nc(O)cc1=O | -5 | 12
O=C(NC1CCCC1)C1c2ccccc2Oc2ccccc21 | -10 | -6
Cc1ccccc1NC(=O)C12CC3CCC1(C)C3(C)CO2 (stereo not drawn) | 5 | -9
COc1cccc(C2C(C(N)=O)=C(C)Nc3ncnn32)c1 (stereo not drawn) | 3 | -2
Cc1c(C(=O)N2CCCCC2)oc2ccc(S(=O)(=O)N3CC(C)CC(C)C3)cc12 (stereo not drawn) | 9 | 10
COc1ccccc1C(=O)Nc1c2c(nn1C(C)(C)C)CS(=O)C2 (stereo not drawn) | 1 | -5
Cc1ccc2c(c1)N(C(=O)Nc1ccc(Br)cc1F)CC(C)O2 (stereo not drawn) | -10 | -5
COc1ccc(OC)c(/C=c2\sc3nc(=O)c(-c4ccccc4)nn3c2=O)c1 | 7 | 2
Cc1ccsc1C(=O)N1CCC(c2nc(C(=O)N3CCCCC3)c(C)o2)CC1 | -3 | 11
COc1ccc(S(=O)(=O)N(c2ccc(Cl)cc2)S(=O)(=O)c2ccc(F)cc2F)cc1 | -5 | nt
Cn1c(C(=O)NC(C)(C)C)cc2c1CCN(Cc1cccc(F)c1)C2 | -4 | 16
Cc1cc(C)c(CNC(=O)C2CCN(c3cnc4nccnc4c3)CC2)c(C)c1 | 2 | 2
COc1ccc(OC)c(C2C(=C(O)c3ccc(C)cc3)C(=O)C(=O)N2Cc2cccnc2)c1 (stereo not drawn) | -2 | 8
COCCN1CCC(N2CCCN(C(=O)c3ccc(C)c(F)c3)CC2)C1=O (stereo not drawn) | 0 | 8
COc1ccc(S(=O)(=O)N(C)c2ccccc2)c2cccnc12 | -1 | 3
COc1ccc(-c2nnc(N3CCC(C(=O)NCc4ccc(F)c(Cl)c4)CC3)o2)cc1 | 0 | -16
O=c1oc2cc(O)ccc2cc1-c1nc(-c2cccs2)cs1 | -4 | -33
CCc1ccc(NC(=O)N2CCC(N3CCN(Cc4cccc(C)c4)C3=O)CC2)cc1 | 0 | 3
C=C(C)C1CC=C(CN2CC(C)OC(C)C2)CC1 (stereo not drawn) | 1 | -9
Cc1ccc(-n2nc3c(c2NC(=O)CC2CCCCC2)CS(=O)(=O)C3)c(C)c1 | -4 | 2
O=C(Nc1ccccc1)c1cnc2n(c1=O)CCS2 | -3 | -1
Cc1ccc(/C=C2\N=C(c3ccc(I)cc3)OC2=O)o1 | -1 | 49
O=C(Cc1ccccc1)Nc1ccc(NC(=O)c2cccc(Cl)c2)cc1 | 45 | -7
O=C(CSc1nnc(CCn2ccc(=O)[nH]c2=O)o1)NCc1ccco1 | 3 | -10
CCNC(=O)c1cc2c(=O)n3ccccc3nc2n(C(C)C)c1=N | 8 | -2
CCn1c(-c2ccc(OC)cc2)cn2c3c(=O)[nH]c(=O)n(C)c3nc12 | -10 | -25
CCn1c(=O)c(N2CCC(NC(=O)Nc3cc(C)ccc3C)CC2)nc2ccccc21 | -6 | 0
COc1ccc(C(=O)N2CCOCC2)cc1I | -5 | -5
CC(=O)CC[C@H]1CC[C@]2(CCCN(S(=O)(=O)C3CCCCC3)C2)O1 | -8 | -11

Continuation:
structure | Pf apPOL block | mHTT CaM bind
O=C(CCc1ccc2cc[nH]c2c1)NCc1cc(F)ccc1F | -3 | 14
N#CCSc1nc2cc(C(=O)N3CCC(C(N)=O)CC3)ccc2c2nc3ccccc3n12 | 2 | 45
O=C(Nc1cc(-c2ccccn2)no1)C1CCC1 | 0 | -9
Cc1ccc(-c2nc3ncccc3o2)cc1NC(=O)c1ccc(C#N)cc1F | 0 | -2
O=C(O)c1cc(N=Cc2cc(Br)cc(Cl)c2O)ccc1O | 8 | 4
COc1nccnc1NC1CCN(C(=O)c2cccnc2)CC1 | 1 | -2
O=Cc1ccc(-c2ccc([N+](=O)[O-])cc2)o1 | -6 | 5
O=Cc1ccccc1OCc1ccc([N+](=O)[O-])cc1 | -3 | -3
CC(C)CCC(=O)Nc1cccn2nc(C3CC3)nc12 | -2 | -11
O=C(Nc1cccc(F)c1)C1CCN(c2ccncc2)CC1 | -4 | -23
CCOC(=O)c1sc(NC(=O)c2ccc3ncsc3c2)c(C#N)c1C | 5 | -11
Cc1c(C(=O)NCCN2CCOCC2)oc2ccc(S(=O)(=O)N3CCCCC3)cc12 | -20 | -4
CCOC(=O)c1sc(-c2ccccc2)nc1CSc1nccn1C | -6 | nt
CC(C)(C)c1cc(-c2ccccc2)c(C#N)c(N)n1 | -12 | 0
CS(=O)(=O)N(Cc1ccccc1)Cc1ccccc1 | -12 | -10
CCOc1cc(/C=C2\C(=O)NN(c3ccc(Cl)cc3)C2=O)cc(Cl)c1OCC | 4 | 28
O=C(c1ccc2cc[nH]c2c1)N1CCN(c2cc(-c3ccccc3)[nH]n2)CC1 | 5 | 33
O=C1OC(C2CCCCC2)=N/C1=C/c1cccc([N+](=O)[O-])c1 | -6 | -2
Cc1cccc(C(=O)N2CCC3(CC2)NC(=O)c2cc(F)ccc2N3C)c1 | -4 | -3
CCN(CC)c1ccc(/C=C/c2[nH]c(=O)[nH]c(=O)c2[N+](=O)[O-])cc1 | 1 | 22
CCOCC(=O)N1CCC(c2cc(N)on2)CC1 | 0 | -12
O=C1CCN(Cc2ccc(Br)cc2)CCN1[C@H](CO)Cc1ccccc1 | -11 | 15
Cc1ccc(OCC2CN(Cc3cccs3)CCO2)cc1 (stereo not drawn) | -2 | -12
CS(=O)(=O)N(CC(=O)Nc1cccc(F)c1)c1cccc(Br)c1 | -5 | -3
O=C(C1CCCCN1S(=O)(=O)c1ccccc1)N1CCCC1 (stereo not drawn) | -8 | -3
COc1ccc(CN2C(=O)CN(c3ccccc3)C(=O)C2c2cccs2)cc1OC (stereo not drawn) | -4 | 8
O=C(NC(N1CCOCC1)C(Cl)(Cl)Cl)c1ccc(Cl)cc1 (stereo not drawn) | 0 | -9
Cc1ccccc1N=Nc1c(C)[nH][nH]c1=O | -7 | nt
Cc1ccccc1NC(=O)CSCc1cccc(Cl)c1 | 18 | -18
O=C(Nc1ccc(N2CCCCC2)cc1)c1cccnc1 | 0 | -3
O=C(NCc1cccs1)NC1CC(=O)N(c2ccc3c(c2)OCCO3)C1 (stereo not drawn) | -1 | -1
Cc1nccn1CC(=O)N1CCCC2(C1)Nc1ccccc1NC2=NC(C)(C)C (stereo not drawn) | 25 | 26
O=C(CSc1nc2c(c(=O)n1-c1ccc([N+](=O)[O-])cc1)SCC2)Nc1ccccc1F | -11 | 10
